NOD1 NF-kB reporter: inhibition of NOD1-driven NF-kB reporter – cell-based, luminescence, uHTS, primary screen (AID 1578); 1% of 290,000 active; inhibition, % at 4 µM; hits with a dose series show EC50 in µM; NOD1-driven NF-kB luciferase reporter cells, luminescence; higher % means a stronger effect; in the data active = inhibition mostly above about 36%, no sharp cut-off; inactive = mostly below about 34%;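 also: HEK-293T reporter cells stimulated with the NOD1 agonist gamma-tri-DAP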
GPR55 LPI antagonism: inhibition of LPI-stimulated GPR55 beta-arrestin translocation – imaging, U2OS, beta-arrestin-GFP, LPI agonist, primary screen (AID 2013); U2OS GPR55 beta-arrestin-GFP translocation imaging, LPI antagonism; higher % means a stronger effect; inhibition, % at 10 µM, or IC50 in µM where a hit was titrated; 0.13% of 290,000 active;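 active = spots per cell inhibited over 60%, with over 100 cells counted and total cytoplasm intensity under 500,000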;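 also: U2OS cells stably carrying GPR55 and arrestin-GFP stimulated by 5 µM LPI near EC80; imaged beta-arrestin-GFP aggregate spots per cell after agonist stimulation; plate controls were LPI-stimulated DMSO wells for no effect and DMSO wells without LPI for full effect; some results filed as inactive read as strong as hits; confirmed hits need IC50 under 10 µM and bright autofluorescent wells are also inconclusive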
Rac1 GTP hydrolysis: MgcRacGAP GTPase-activating activity inhibitors, confirmation, biochemical, ADP Hunter fluorescence | MgcRacGAP-stimulated Rac1 GTP hydrolysis, ADP Hunter fluorescence; higher % means a stronger effect; GST-tagged Rac1 F28L mutant substrate | inhibition, % at 30 µM, or IC50 in µM where a hit was titrated | 0.6% of 340,000 active;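 active = first-screen hits whose inhibition reached a set limit at any dose in the follow-up dose series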;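 also: fluorescence reports GDP produced by GAP-driven GTP hydrolysis; strong numbers were not always called active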
HIV peptide binding: inhibitors of HIV fusion peptide binding, primary screen, biochemical, uHTS, fluorescence dequenching (AID 1986); inhibition, % at 20 µM, or IC50 in µM where a hit was titrated; 0.3% of 290,000 active; cell-free peptide binding, fluorescence dequenching, 30 min; higher % means a stronger effect; in the data active = inhibition mostly above about 52%, no sharp cut-off; inactive = mostly below about 76%; also: some results filed as inactive read as strong as hits
Large T inhibition: TAg ATPase/helicase activity blockers – biochemical (AID 1903). inhibition, % at 20 µM; hits with a dose series show IC50 in µM. SV40 large T antigen ATPase/helicase inhibition assay; higher % means a stronger effect. 0.39% of 310,000 active; in the data active = a potency from the dose series; also: strong numbers were not always called active
KOR beta-arrestin-1: kappa opioid receptor activators – cell-based, luminescence, uHTS, primary screen (AID 1777); 0.02% of 280,000 active; one-dose activation, % at 10 µM; EC50 in µM for titrated hits; KOR beta-arrestin recruitment, luminescence; higher % means a stronger effect; in the data active = activation above about 50%, passing the limit was not always enough; also: a part of the inactive calls stands beside numbers as strong as those of hits
HEK293 NOD2/NF-kB: NOD2 signaling inhibitors, cell-based, luminescence, uHTS, HEK293 (AID 1566); HEK293 NOD2/NF-kB luciferase reporter, luminescence; higher % means a stronger effect; 0.63% of 290,000 active; inhibition, % at 4 µM; hits with a dose series show EC50 in µM; also: many of its hits are not listed in these tables
KOR beta-arrestin-2: KOR antagonists, beta-arrestin recruitment, cell-based, luminescence, uHTS (AID 1778) | one-dose inhibition, % at 10 µM; IC50 in µM for titrated hits | 0.091% of 290,000 active | KOR beta-arrestin recruitment, luminescence, antagonist mode; higher % means a stronger effect; also: strong numbers were not always called active
GPR55 activation: GPR55 agonists via beta-arrestin recruitment, primary screen, imaging, U2OS cells, beta-arrestin-GFP redistribution (AID 1961) | U2OS GPR55 beta-arrestin-GFP redistribution imaging; higher % means a stronger effect | activation, % at 10 µM; hits with a dose series show EC50 in µM | 0.048% of 290,000 active;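 active = activation above 40% with more than 50 cells counted in the well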;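 also: U2OS osteosarcoma cells stably expressing GPR55 and beta-arrestin-GFP; plate controls were DMSO negative control for no effect and LPI positive control for full effect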
Active calls of the source: *; x = not tested or not shown; [ ] = another dose, or the depositor's remark. Rule as the data show it, unless noted: active = inhibition above about 50%; inactive = the rest.

Structure	Large T inhibition	KOR beta-arrestin-2	GPR55 LPI antagonism	KOR beta-arrestin-1	NOD1 NF-kB reporter	HIV peptide binding	Rac1 GTP hydrolysis	GPR55 activation	HEK293 NOD2/NF-kB
CCC(C)NC(=O)CNC(=O)c1nn(-c2ccc(OC)cc2OC)c(=O)c2ccccc12 (configuration not stated)	3%	12%	-6%	5.8%	23%	-2.2%	-5%	-0.3%	0%
COc1ccc(N(CC(=O)NCC2CCCO2)S(=O)(=O)c2ccc(C)cc2)cc1OC (configuration not stated)	5%	-28%	19%	0.9%	-31%	0.3%	3%	-0.1%	6%
Cc1nn(C)cc1/C=N/NC(=O)C(C)(C)Oc1ccc(Cl)cc1	22%	-37%	16%	0.3%	-6%	-2.2%	1%	-0.1%	11%
Cc1ccc(Cl)cc1NC(=O)C1COc2ccccc2O1 (configuration not stated)	10%	3%	11%	-1.0%	-30%	-0.1%	6%	-0.1%	-8%
CC(C)N(Cc1nccn1C)C(=O)CCc1nnc(CCCc2ccccc2)o1	2%	-6%[20 µM]	-7%	x	-31%	-0.4%	4%	-0.1%	-66%
CCn1c(SCC(=O)Nc2ccccc2OC)nc(O)cc1=O	7%	18%	1%	x	-3%	-0.7%	13%	-0.1%	10%
OC(CN1CCNCC1)Cn1c2ccccc2c2ccccc21 (configuration not stated)	8%	6%	-7%	-5.3%	-5%	0.3%	8%	-0.2%	-40%
O=C(O)c1csc(Br)c1Br	7%	12%	-12%	22%	-10%	5.0%	14%	-0.2%	-8%
N#CC(c1ccc(Cl)cc1)c1ccc(Cl)nn1 (configuration not stated)	7%	-36%	0%	-0.7%	24%	0.3%	16%	0.4%	-1%
C=CCc1cc(OC)ccc1OCCN(C)Cc1ccccc1	-8%	-2%[20 µM]	16%	-2.3%	-14%	-1.7%	27%	-0.1%	6%
COCCCN1C(=O)N(c2ccccc2)C(=O)C1CC(=O)Nc1ccccc1 (configuration not stated)	10%	-20%	-1%	-2.1%	0%	-1.4%	7%	0.0%	22%
COC(=O)c1cc(S(=O)(=O)NCc2ccccc2OC)cn1C	9%	-7%	-8%	0.5%	14%	0.6%	-14%	-0.1%	35%
COc1cccc(/C=C2\SC(=S)N(CCCC(=O)N3CCCC3)C2=O)c1	13%	23%	12%	-0.1%	-11%	0.3%	7%	-0.1%	-2%
O=P(O)(CN1CCCCCC1)CN1CCCCCC1	-1%	7%	2%	-1.0%	-24%	2.2%	x	-0.1%	12%
CCCCC(NC(C)=O)c1nc2ccccc2n1CCCC (configuration not stated)	3%	2%	7%	1.2%	-16%	0.9%	4%	-0.1%	5%
CCOC(=O)c1[nH]c2cc(OC)c(OC)cc2c1NC(=O)c1nonc1C	5%	-15%	9%	-1.7%	x	-0.6%	10%	0.3%	9%
O=c1nc(N2CCCCC2)nc2n1CCO2	-4%	32%	10%	-4.5%	-17%	-1.6%	3%	0.2%	-5%
CNc1cc(F)nc(F)n1	8%	-9%	3%	4.0%	-24%	3.7%	-5%	-0.3%	9%
COc1ccc(-c2c(-c3ccc(OC)cc3O)nc(C)nc2C(F)(F)F)cc1	7%	17%	8%	1.9%	6%	-1.5%	5%	-0.2%	5%
Cc1ccc(/C=C/C(=O)O)cc1S(=O)(=O)NCCCC(=O)O	3%	2%	2%	7.9%	2%	-1.1%	3%	0.2%	12%
O=C(Nc1ccccc1Cl)c1ccc2c(c1)N(Cc1ccc(F)cc1)C(=O)CS2=O (configuration not stated)	11%	15%	7%	-1.6%	-14%	2.8%	-2%	0.8%	17%
Cc1ccc(CN2CCN(Cc3cnc(N4CCOCC4)s3)CC2CCO)o1 (configuration not stated)	7%	8%[20 µM]	12%	x	-11%	-0.2%	13%	0.2%	8%
O=C(Nc1ccccn1)c1csc2c1CCCC2	10%	-7%[20 µM]	2%	-2.4%	-53%	0.0%	3%	-0.1%	-103%
Cc1cccc(C(=O)N2CCC(Cc3ccccc3)CC2)c1[N+](=O)[O-]	9%	17%	8%	2.4%	19%	1.8%	-4%	-0.3%	13%
COc1cc(C(=O)Nc2c(C(=O)O)[nH]c3ccccc23)cc(OC)c1OC	8%	-34%	-6%	4.9%	7%	3.1%	6%	0.5%	-32%
Cc1cc(NC(=O)c2cccs2)cc(-c2nc3ncccc3o2)c1O	12%	-22%	5%	-2.9%	-32%	2.1%	6%	-0.2%	15%
COc1ccccc1CN1CC(C(=O)N2CCN(c3ccc(F)cc3)CC2)CC1=O (configuration not stated)	3%	12%	3%	-2.9%	-5%	-3.4%	10%	-0.1%	6%
COCCOC(=O)C1=C(C)NC(=O)NC1c1ccc(Cl)cc1 (configuration not stated)	5%	2%	4%	-5.4%	-10%	1.1%	0%	-0.3%	9%
N#CC1=C(SCc2ccccc2)NC(=O)C(C#N)C12CCCC2 (configuration not stated)	3%	-84%	8%	-4.3%	19%	-1.0%	0%	-0.1%	-6%
O=S(=O)(Nc1ccc(-c2nc3ccccc3o2)cc1)c1ccccc1	-5%	-22%	2%	2.8%	-8%	0.5%	-9%	-0.1%	-30%
O=c1c2cc3c(cc2[nH]c(=S)n1C1CCN(Cc2ccccc2)CC1)OCO3	-2%	20%	12%	-5.6%	-15%	-0.1%	10%	-0.5%	-36%
C=CCNC(=O)c1cccc(NS(=O)(=O)c2ccc(Cl)cc2)c1	6%	-2%	-1%	1.3%	-19%	1.1%	8%	0.5%	13%
CC(C)N(C(=O)CS(=O)(=O)c1ccc(Cl)c(Cl)c1)C(C)C	0%	-2%[20 µM]	-2%	-1.4%	-9%	0.3%	7%	-0.1%	-13%
CCNC(=O)NC(=O)COC(=O)CNC(=O)COc1ccccc1	-1%	1%	3%	-2.8%	-29%	-1.3%	16%	-0.1%	-9%
COc1ccc(OS(=O)(=O)c2ccc(N3C(=O)CCC3=O)cc2)cc1	14%	-5%	-8%	4.2%	2%	2.8%	2%	-0.1%	-20%
O=C(CNc1ccccc1)N/N=C/c1c(O)ccc2ccccc12	1%	-30%	4%	-4.8%	-11%	0.6%	-8%	-0.1%	19%
COc1ccc(N2CCN(C3CCCN(S(=O)(=O)c4ccccc4)C3)CC2)cc1 (configuration not stated)	7%	7%	-24%	7.8%	29%	1.0%	24%	0.5%	20%
C/C(=N\NC(=O)c1ccc(N2CCCC2=O)cc1)c1ccc(O)cc1O	9%	-10%	15%	-1.3%	-22%	3.5%	8%	0.0%	-13%
CCCCN(CCCNC(=O)c1c(C)cc(=O)oc1C)c1ccccc1	7%	23%	14%	-1.4%	-4%	0.8%	9%	-0.3%	6%
COc1ccc(OC)c(NC(=O)c2cc(-c3cc(C)ccc3O)n[nH]2)c1	1%	-44%	11%	-7.6%	4%	-3.6%	9%	0.0%	-14%
Nc1c(C(=O)O)cnn1-c1ccccc1	13%	17%	7%	-4.0%	-8%	-0.9%	4%	-0.2%	11%
CCN1CCN(C(=O)c2ccc(COc3cccc(Cl)c3)o2)CC1	9%	-23%	56%	-2.7%	-26%	0.5%	6%	-0.2%	14%
Cc1cccc(NC(=S)/N=C(\N)Nc2nc(C)c3ccccc3n2)c1	6%	0%	-3%	0.8%	7%	-2.4%	17%	0.1%	15%
CCc1nc(C)cn1S(=O)(=O)c1cc(OC)c(C)cc1C	4%	18%	-5%	31%	26%	1.2%	9%	0.2%	7%
COC(=O)c1ccc(CN2CCc3ccc(NC(=O)c4ccncc4)cc3C2)cc1	7%	-19%	17%	8.3%	-6%	0.9%	0%	-0.1%	41%
Cc1cc(NC(=O)OC2CCCCC2)ccc1[N+](=O)[O-]	-4%	-7%	12%	-6.0%	-54%	-1.3%	10%	-0.2%	-51%
CCc1ccccc1NC(=O)C1CCCN1C(=O)Nc1ccc(C)cc1 (configuration not stated)	3%	9%	-11%	1.2%	-35%	1.6%	3%	-0.1%	7%
CCc1nc(Nc2ccc(N3CCN(C(C)=O)CC3)cc2)c2oc3ccccc3c2n1	x	-52%	-20%	-4.8%	8%	-2.2%	37µM*	0.2%	9%
O=C(O)/C=C/C(=O)N1CCN(Cc2ccc3c(c2)OCO3)CC1	2%	5%	2%	-6.3%	-4%	-0.7%	7%	0.0%	-7%
Cc1ccc2cc(C(c3nnnn3C3CCCC3)N(Cc3cccnc3)Cc3ccco3)c(=O)[nH]c2c1 (configuration not stated)	4%	6%	9%	1.9%	-20%	2.3%	7%	-0.2%	-5%
CN(C)CCN1CCc2ccccc21	14%	-1%	4%	1.6%	8%	0.9%	-5%	-0.4%	15%
Cc1ccc(C)n1-n1c(C)nc2scc(-c3ccccc3)c2c1=O	21%	-3%	12%	3.3%	-21%	-2.1%	8%	0.0%	-10%
CCCCCNC(=O)C(C)NS(=O)(=O)c1ccc(OC)cc1 (configuration not stated)	17%	-29%	-6%	4.7%	-20%	3.7%	14%	0.5%	16%
Cc1ccc(NC(=O)CCSc2nnc(-c3ccco3)o2)cc1	23%	-101%	2%	2.0%	33%	-0.2%	6%	0.2%	-5%
O=C(C1COc2ccccc2O1)N1CCN(c2ccc(F)cc2)CC1 (configuration not stated)	16%	-8%	6%	-0.4%	14%	-1.6%	-3%	0.5%	12%
O=C(CC(c1ccc(F)cc1)c1ccco1)Nc1nccs1 (configuration not stated)	x	25%[20 µM]	0%	-0.3%	-19%	1.0%	5%	-0.1%	6%
COc1ccccc1-c1coc2cc(OCC(=O)OCc3ccccc3)ccc2c1=O	-2%	-21%	4%	-4.8%	12%	-0.8%	9%	0.3%	1%
O=C(Nc1ccc2c(c1)CCC2)c1cccs1	6%	-10%[20 µM]	7%	x	-84%	-0.2%	9%	0.2%	-159%
COC(=O)c1ccc(CNC(=O)CSc2nc3ccccc3[nH]2)cc1	2%	14%	-4%	-2.8%	-14%	-1.3%	4%	0.0%	-2%
CCCc1cc(=O)oc2cc(OCC(=O)Nc3ccc4c(c3)OCCO4)ccc12	-5%	-27%	17%	1.5%	-2%	1.5%	8%	-0.1%	2%
O=C1COc2ccc(C(=O)COC(=O)c3ccco3)cc2N1	21%	26%	1%	0.4%	3%	-1.1%	4%	-0.2%	18%

Ordered by value in KOR beta-arrestin-1 (falling): three of the compounds above.
| smiles | Large T inhibition | KOR beta-arrestin-2 | GPR55 LPI antagonism | KOR beta-arrestin-1 | NOD1 NF-kB reporter | HIV peptide binding | Rac1 GTP hydrolysis | GPR55 activation | HEK293 NOD2/NF-kB |
| --- | --- | --- | --- | --- | --- | --- | --- | --- | --- |
| Cc1ccc2cc(C(c3nnnn3C3CCCC3)N(Cc3cccnc3)Cc3ccco3)c(=O)[nH]c2c1 (configuration not stated) | 4% | 6% | 9% | 1.9% | -20% | 2.3% | 7% | -0.2% | -5% |
| CN(C)CCN1CCc2ccccc21 | 14% | -1% | 4% | 1.6% | 8% | 0.9% | -5% | -0.4% | 15% |
| COC(=O)c1ccc(CNC(=O)CSc2nc3ccccc3[nH]2)cc1 | 2% | 14% | -4% | -2.8% | -14% | -1.3% | 4% | 0.0% | -2% |

Some of the compounds tested; the hit share may differ from the screen's.
